GLS inh: glutaminase GLS (human) inhibition. O94925. GLS enzymatic activity, qHTS titration. Potency, µM (highest dose often 45.5 µM), for the others: at the top dose activity change, negative = inhibition, usual class: inhibitors. 0.21% of 410,000 active. AID 624170; also: % is scaled to controls: 0 for no effect and ±100 for the full control effect
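Human kidney-isoform GLS in 45 mM KH2PO4 pH 8.2, 0.02% Tween-20, with compound, started with 1mM L-Glutamine (added stock). Glutamate oxidase/HRP/Amplex red coupled fluorescence read at start and after 30 min at RT.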
HP1b chromo inh: blocks HP1-beta chromodomain binding to methylated histone tails. AlphaScreen HP1-beta / biotin-H3K9me3 peptide binding. Potency, µM (top dose mostly 114 µM), for inactives: at the highest dose activity change, negative = inhibition, actives largely listed as inhibitors. 0.56% of 390,000 active; also: nearly all actives have a fitted effect of over 70% in size; inactives centre near 23
Target sequence (P83916 whole entry, looked up): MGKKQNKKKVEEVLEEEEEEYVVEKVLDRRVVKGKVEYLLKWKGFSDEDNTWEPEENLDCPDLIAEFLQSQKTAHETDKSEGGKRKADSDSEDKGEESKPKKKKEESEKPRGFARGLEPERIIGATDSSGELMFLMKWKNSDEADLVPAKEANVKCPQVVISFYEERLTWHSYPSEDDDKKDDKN
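HP1-beta protein (50 nM final) preincubated 30 min at room temperature with biotinylated H3(1-18)K9me3 peptide (50 nM) in PBS pH 7.4, 0.01% Tween-20, then compound added for 30 min. AlphaScreen streptavidin donor/nickel chelate acceptor beads (10 ug/mL final), 30 min dark, luminescence read.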
Pol iota inh: inhibitors of human DNA polymerase iota; 1% of 390,000 active; AID 588590; Pol iota fluorescent replication assay, 10 min; Q9UNA4; Potency, µM (top dose mostly 115 µM), for inactives: at the highest dose activity, negative = inhibition, most hits filed as inhibitors
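Fluorescent replication assay read twice, at 0 min and 10 min after adding 50 nM (final) substrate. Enzyme (10 nM) and compounds were first incubated 15 min at room temperature; enzyme-free buffer wells were negative controls.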
Tb PGK inh: blocks T. brucei phosphoglycerate kinase. Potency, µM (top dose mostly 57.5 µM), without a hit: at the top dose activity change, negative = inhibition, actives largely listed as inhibitors. 0.043% of 380,000 active. PGK/GAPDH coupled, Kinase-Glo luminescence, 60 min. AID 602233; also: % is scaled to controls: 0 for no effect and ±100 for the full control effect; nearly all actives have a fitted effect of over 60% in size
Target sequence (P07378 whole entry, looked up): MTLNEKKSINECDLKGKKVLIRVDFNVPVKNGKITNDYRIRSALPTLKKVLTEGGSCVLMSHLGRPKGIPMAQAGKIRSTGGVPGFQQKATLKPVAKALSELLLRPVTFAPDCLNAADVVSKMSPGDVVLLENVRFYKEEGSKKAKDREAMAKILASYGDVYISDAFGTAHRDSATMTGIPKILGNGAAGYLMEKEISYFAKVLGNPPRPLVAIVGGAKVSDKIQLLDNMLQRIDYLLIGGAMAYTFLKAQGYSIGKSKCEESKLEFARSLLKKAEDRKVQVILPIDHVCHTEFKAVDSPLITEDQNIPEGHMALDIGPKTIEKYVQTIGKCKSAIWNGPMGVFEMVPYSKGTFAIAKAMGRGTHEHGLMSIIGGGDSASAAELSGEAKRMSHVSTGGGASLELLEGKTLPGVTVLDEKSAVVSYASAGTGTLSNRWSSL
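Luminescent ATP detection (Kinase-Glo Plus) follows a 60-minute room-temperature incubation, with wells lacking PGK as controls. Buffer: 100 mM TEA (pH 7.6), 5 mM MgCl2, 0.01% Tween-20. Coupling enzyme GAPDH (100 nM final) supplies unstable 1,3-BPG in-well.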
G9a block: blocks human histone lysine methyltransferase G9a. G9a H3K9 monomethylation, AlphaScreen, 2 h. Potency, µM (highest dose often 102 µM), without a hit: top-dose activity, negative = inhibition, hits mostly inhibitors. 8.8% of 350,000 active. AID 504332; also: % is scaled to controls: 0 for no effect and ±100 for the full control effect; nearly all actives have a fitted effect of over 75% in size
Target sequence (Q96KQ7 913-1193 limits assumed): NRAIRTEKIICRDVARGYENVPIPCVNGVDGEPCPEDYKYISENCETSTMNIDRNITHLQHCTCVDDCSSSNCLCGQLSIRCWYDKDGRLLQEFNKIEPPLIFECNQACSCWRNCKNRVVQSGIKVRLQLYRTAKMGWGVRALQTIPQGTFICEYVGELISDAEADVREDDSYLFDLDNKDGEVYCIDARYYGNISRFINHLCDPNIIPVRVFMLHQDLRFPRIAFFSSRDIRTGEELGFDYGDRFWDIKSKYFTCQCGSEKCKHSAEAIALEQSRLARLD
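G9a (20 nM) was preincubated 15 min with compound, then reacted 2 h at room temperature with 500 nM biotin-H3K9 peptide and 20 µM SAM. Monomethyl-H3K9 detected by AlphaScreen using anti-H3K9me1 antibody.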
BAZ2B block: BAZ2B (human) inhibition; Q9UIF8; AlphaScreen BAZ2B-H3K14Ac peptide displacement; Potency, µM (doses to about 114 µM), for inactives: at the highest dose activity change, negative = inhibition, most hits filed as inhibitors; 4.4% of 360,000 active; AID 504333; also: % is scaled to controls: 0 for no effect and ±100 for the full control effect; nearly all actives have a fitted effect of over 60% in size
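Protein-peptide AlphaScreen: BAZ2B 50 nM, b-H3K14Ac 50 nM, 1x PBS pH 7.4 + 0.01% Tween-20. Preincubation 30 min RT; cpd 30 min RT (top 110 uM); beads 20 min RT, light-protected.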
BLM helicase inh: inhibitors of human Bloom syndrome helicase BLM; P54132; recombinant BLM DNA unwinding, fluorescence dequenching; Potency, µM (highest dose often 56.1 µM), without a hit: at the top dose activity change, negative = inhibition, hits mostly inhibitors; 0.2% of 350,000 active; AID 2528;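 also: plate controls were vehicle for no effect and no enzyme for full effect; nearly all actives have a fitted effect of over 35% in size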
JMJD2A Tudor: JMJD2A Tudor domain (human) inhibition; O75164; AlphaScreen JMJD2A-Tudor / H3K4me3 peptide binding; Potency, µM (doses to about 114 µM), for inactives: at the highest dose activity change, negative = inhibition, most hits filed as inhibitors; 4.4% of 390,000 active; AID 504339; also: % is scaled to controls: 0 for no effect and ±100 for the full control effect; nearly all actives have a fitted effect of over 50% in size
Pin1 inh: inhibitors of human Pin1 | Potency, µM (series often up to 115 µM), without a hit: at the top dose activity, negative = inhibition, usual class: inhibitors | AID 504891 | 0.009% of 390,000 active | Pin1 FP peptide displacement, HiFluor488, 10 min; active = well fitted inhibition curve with a large enough effect in the polarisation, with a control signal flat, not every such curve was filed as active; inconclusive = small, poorly fitted or top-dose-only effect, or effect the other way, or a change in a side signal; inactive = no such curve, though single readings can be large or run the other way; the % refers to the polarisation; also: % is scaled to controls: 0 for no effect and ±100 for the full control effect
Target sequence (Q13526 whole entry, looked up): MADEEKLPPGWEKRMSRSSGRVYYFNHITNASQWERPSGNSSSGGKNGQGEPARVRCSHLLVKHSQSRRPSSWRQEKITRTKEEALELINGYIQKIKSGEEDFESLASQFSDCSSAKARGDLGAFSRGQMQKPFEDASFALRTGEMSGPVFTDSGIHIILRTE
* hit, by the source's call; i = inactive; ? = inconclusive; · = not tested or not shown; & = joins results of further samples; [ ] = dose if it differs, or a comment. Unless noted, calls follow the shape of the dose curve; as a rule, active = well fitted curve in the direction sought with a large enough effect; inconclusive = small, poorly fitted or top-dose-only effect, or another doubt; inactive = no such curve, though single readings can be large; an effect the other way counts as inactive or inconclusive. Potency is read from the fitted curve at half-maximal effect. This is a subset; rates above refer to the full screens.

SMILES,GLS inh,HP1b chromo inh,Pol iota inh,Tb PGK inh,G9a block,BAZ2B block,BLM helicase inh,JMJD2A Tudor,Pin1 inh
COc1ccc(CN(CCCN2CCOCC2)S(=O)(=O)N(C)C)cc1OC,4.9%,40.4%[activator],1.3%,-2.9%,?,0.3%,1.7%,-11.3%,?
C=CCN(CC=C)CCCOc1ccc(Br)cc1Cl,-27.6%,73.8%[activator],66.2%[activator],-2.6%,21.6%,-4.6%,10.9%,16.4%,-5.6%
CCOCCCNC(=O)C(c1ccc(OC)cc1)N(Cc1ccc2c(c1)OCO2)C(=O)c1ccccc1O (configuration not stated),0.2%&5.7%,-10.3%&30.9%,-24.0%&3.8%,3.7%,-22.8%,2.6%&13.7%,0.1%&-3.1%,-14.1%&-17.1%,-0.6%&0.8%
C[C@H]1CCC/C=C/[C@@H]2C[C@H](O)C[C@H]2[C@H](O)[C@H](S(=O)c2ccc(O)cc2)CC(=O)O1 (some centres not stated),3.8%,?,?,-5.7%,·,·,·,39.8µM*,-6.2%
COc1ccc(NC(=O)CS(=O)(=O)c2cn(CC(=O)N3CCOCC3)c3ccccc23)cc1OC,-3.7%,32.7%,1.7%,-2.7%,35.5µM*,0.8%,0.9%,-22.3%,-1.3%
Fc1ccc(-c2cc(-c3nc(-c4cccc(Cl)c4)no3)[nH]n2)cc1,-4.4%,-0.6%,-7.6%,-1.3%,9.6%[59 µM],1.6%,-6.4%,-17.2%,-1.8%
COc1cc(/C=C2\CC/C(=C\c3cc(OC)c(OC)c(OC)c3)C2=O)cc(OC)c1OC,0.5%,-9.1%,37.4%[activator],-5.4%,3.1%[59 µM],-9.8%,-6.4%,?,?
COc1ccc(OC)c(C(C)NS(=O)(=O)c2cccs2)c1 (configuration not stated),-4.8%,57.3%[activator],32.7%,i,17.3%[2.33 µM],2.8%,·,-10.1%,2.9%
COc1ccc(CNC(=O)C(c2ccco2)N(C(=O)c2snc(C(N)=O)c2N)c2ccccc2OC)cc1 (configuration not stated),-0.2%,31.7%,27.8%,-5.8%,-8.0%,-11.6%,-4.8%,-12.6%,15.7%
Cn1cnc(C(=O)N2CCc3ccccc3C2)c1C(=O)N1CCc2ccccc2C1,4.6%,?,8.1%,i,·,·,·,15.8µM*,9.0%

With a hit mark in G9a block, among the entries above:
SMILES,GLS inh,HP1b chromo inh,Pol iota inh,Tb PGK inh,G9a block,BAZ2B block,BLM helicase inh,JMJD2A Tudor,Pin1 inh
COc1ccc(NC(=O)CS(=O)(=O)c2cn(CC(=O)N3CCOCC3)c3ccccc23)cc1OC,-3.7%,32.7%,1.7%,-2.7%,35.5µM*,0.8%,0.9%,-22.3%,-1.3%

(continued)
SMILES,GLS inh,HP1b chromo inh,Pol iota inh,Tb PGK inh,G9a block,BAZ2B block,BLM helicase inh,JMJD2A Tudor,Pin1 inh
COc1ccc(C(=O)NNC(=O)c2cccc(S(=O)(=O)N3CCOCC3)c2)cc1,6.4%,27.4%[57 µM],16.0%,i,·,·,·,0.7%,-6.8%
CCNC(=O)NC(=O)C(C)OC(=O)c1cccnc1SC (configuration not stated),4.8%,22.6%,-6.0%,-1.0%,·,·,·,-22.1%,5.7%
CC1=C(C(=O)Nc2ccc(C)cc2C)C(c2ccc(C)o2)NC(=O)N1 (configuration not stated),4.9%,19.0%,8.2%,-2.0%,?,-27.3%,-4.4%,-12.8%,11.1%
CC1CCc2nc(/C(C#N)=C/c3cccnc3)sc2C1 (configuration not stated),1.8%,63.5%[activator],58.6%[activator],-12.7%,17.8%,10.2%,-2.1%,16.4%,11.1%
CC1CCCCN1C(=O)c1cc2ccccc2cc1O (configuration not stated),13.9%,14.9%,-19.1%,0.4%,?,-5.9%,-4.8%,3.5%,-5.7%
CCOC(=O)c1c(C)[nH]c(C(=O)OCc2ccc(C)cc2)c1C,1.9%,25.2%,22.4%,0.5%,·,·,·,2.1%,-1.6%
CCOc1ccc(N2CC(NC(=O)C(=O)c3c[nH]c4ccccc34)CC2=O)cc1 (configuration not stated),7.0%,15.2%,6.8%,0.7%,-5.5%[59 µM],-3.5%,-1.9%,-12.0%,5.1%
CCCCC(=O)Nc1ccc(C2C(=O)c3ccccc3C2=O)cc1,17.8µM*,-11.1%,97.0%[activator],-8.4%,·,·,·,-15.6%,-3.5%
O=C(COC(=O)c1cccc(S(=O)(=O)N2CCCCC2)c1)NCc1ccccc1,-9.9%,15.9%,2.3%,-10.4%,-7.9%,0.1%,·,-15.2%,2.0%
Cc1ccc(C2OCC(C)([N+](=O)[O-])CO2)cc1 (configuration not stated),-10.7%,13.6%,12.9%,-2.3%,·,·,·,0.7%,11.3%
CN(C(=O)COC(=O)c1n[nH]c(=O)c2ccccc12)c1ccccc1,-0.6%,41.9%[activator],5.8%,i,19.0%[12.7 µM],10.2%,·,-4.9%,3.9%
Cc1c(NC(=O)C(C)Oc2cccc(F)c2)c(=O)n(-c2ccccc2)n1C (configuration not stated),1.9%,30.5%,5.6%,4.3%,·,·,·,-9.7%,-2.5%
CCOc1ccccc1/C=N/n1c(C2CCCCC2)n[nH]c1=S,?,-6.6%,7.0%,-6.0%,14.1µM*,-29.9%,-6.2%,?,-1.4%
COc1ccc(NC(=O)CN2C(=O)NC3(CCCC3)C2=O)cc1Cl,-6.7%,10.1%,36.5%[activator],-8.4%,-39.8%,11.3%,7.9%,-6.0%,1.3%
Cc1cccc(C2=N/C(=C/c3cccs3)C(=O)O2)c1,14.2%,34.2%,-13.2%,·,-37.5%,-24.5%,-1.2%,-20.3%,?
Cc1cccc(OCCCC(=O)Nc2nnc(C3CCCO3)s2)c1C (configuration not stated),4.2%,26.5%,10.4%,3.7%,-4.3%,-3.6%,-2.4%,-5.9%,-2.9%
CCOC(=O)C1CCN(C(=O)c2ccc(Cl)c(Cl)c2)CC1,4.8%,30.1%,13.3%,1.4%,?,-2.4%,-6.1%,-5.3%,2.1%
COc1ccc(CC(=O)NCCc2sc3nc(-c4ccc(OC)cc4)nn3c2C)cc1,-8.5%,25.9%,1.1%,-8.0%,7.7%[59 µM],-5.0%,0.2%,-20.8%,-1.2%
Cc1c(CCO)c(=O)[nH]n1S(=O)(=O)c1ccc(F)cc1,0.8%,41.9%[activator],26.4%,-0.1%,-34.7%,-9.5%,-0.3%,-3.4%,-0.2%
C=CCC1NS(=O)(=O)OC2CCCC12 (configuration not stated),-11.0%,25.9%,-5.4%,i,5.2%,-26.6%,-1.0%,-8.5%,-0.5%

Copied from the list.
Under GLS inh, Cn1cnc(C(=O)N2CCc3ccccc3C2)c1C(=O)N1CCc2ccccc2C1 is listed with 4.6%
Under JMJD2A Tudor, CCCCC(=O)Nc1ccc(C2C(=O)c3ccccc3C2=O)cc1 is listed with -15.6%
Under BAZ2B block, COc1cc(/C=C2\CC/C(=C\c3cc(OC)c(OC)c(OC)c3)C2=O)cc(OC)c1OC is listed with -9.8%

The listing continues.
SMILES,GLS inh,HP1b chromo inh,Pol iota inh,Tb PGK inh,G9a block,BAZ2B block,BLM helicase inh,JMJD2A Tudor,Pin1 inh
CC1(C)CC(=O)C(C=NCCc2ccccn2)=C(O)C1,3.5%,13.3%,5.6%,i,10.5%[59 µM],-1.0%,0.2%,-23.3%,-9.0%
CS(=O)(=O)N(CC(=O)NCCc1ccccc1)c1cc(C(F)(F)F)ccc1Cl,7.2%,40.9%[activator],6.8%,i,-19.6%[59 µM],5.0%,-3.0%,-3.5%,-0.5%
Cc1ccc(C(=O)N(CC(=O)NC2CCCC2)c2ccccc2C)s1,-1.9%,7.1%,16.7%,-7.4%,8.2%,2.8%,0.0%,-13.6%,6.6%
CCC(C)C(NS(=O)(=O)c1ccc(C)cc1)C(=O)Oc1ccc2c3c(c(=O)oc2c1)CCC3 (configuration not stated),-6.5%,13.6%,?,0.0%,31.8%[12.7 µM],2.0%,-5.7%,-1.9%,2.4%
Clc1ccc(C2=NN(c3ccccc3)C(c3ccco3)C2)cc1 (configuration not stated),5.1%,379.4%[activator],43.7%[activator],-7.3%,·,13.8%,-2.3%,248.3%[activator],-4.5%
CCOC(=O)C1CCCN(C(=O)c2cc3cc(F)ccc3[nH]2)C1 (configuration not stated),-5.3%,17.9%,37.7%[activator],-9.4%,-38.3%,?,-3.8%,-22.4%,0.6%
CSc1n[nH]c(NC(C)=O)n1,3.8%,-9.7%,4.3%,-8.7%,21.1%[59 µM],?,3.7%,11.2µM*,-3.6%
COCCN(Cc1ccccc1)C(=O)c1cc(-c2ccc(OC)c(OC)c2)nc2ccccc12,-1.4%,66.5%[activator],4.9%,2.1%,13.9%[12.7 µM],-1.4%,-10.0%,21.5%,?
COc1ccc(-n2nc(C(=O)N(C)c3cc(C)ccc3C)c3c4ccccc4n(C)c3c2=O)cc1Cl,10.8%,6.5%,-9.1%,i,1.5%[59 µM],·,-3.5%,-26.0%,-11.5%
Cc1ccc(/C=C2/NC(=O)N(Cc3ccccc3)C2=O)s1,-1.5%,-1.0%,-17.2%,-5.4%,?,?,-1.4%,-10.9%,?
CC1CCCN(c2nc3c(c(=O)n(C)c(=O)n3C)n2CCSc2nc3ccccc3o2)C1 (configuration not stated),2.4%,18.4%,-5.8%,i,-4.4%[12.7 µM],-2.8%,0.7%,-11.9%,-2.8%
COc1ccc(Cl)cc1-n1c(/C=C/c2cccc3ccccc23)nc2ccccc2c1=O,-10.7%,1.3%,27.5%,-4.3%,9.4%[59 µM],7.5%,-7.6%,-8.6%,0.2%
CCOC(=O)/C(C#N)=C/c1ccc(-c2ccc(C)cc2)o1,-1.3%,10.1%,-14.4%,-9.4%,-13.3%[59 µM],-30.4%,-6.6%,8.8%,7.1%
CN(Cc1ccccc1)S(=O)(=O)c1cccs1,0.7%,21.7%,1.5%,-7.2%,37.1%[59 µM],16.7%,-2.5%,4.7%,1.5%
CCCCn1c(N)c(N(CC(C)C)C(=O)c2ccc(S(=O)(=O)N3CCCCC3)cc2)c(=O)[nH]c1=O,-12.0%,37.2%,36.0%[activator],i,?,5.5%,·,-24.1%,-3.2%
